Screening results deposited in PubChem by several laboratories.
GDH-TPI inh: GDH-TPI coupled enzyme inhibition counter-screen; GDH-TPI coupled enzyme counterscreen, NADH absorbance; inhibition, % at 4.8 µM; 360,000 tested, 1.2% active; AID 588335;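 also: 0% = DMSO wells and 100% = wells lacking the enzyme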
CCHFV vOTU inh: blocks the CCHF virus ovarian tumor domain protease; CCHFV vOTU protease, Pep-AMC fluorescence; inhibition, % at 11.5 µM; 370,000 tested, 0.55% active; also: 0% = vehicle wells with enzyme and 100% = no enzyme wells
FadD28 FP inh: M. tuberculosis FadD28 bisubstrate binding inhibition. FadD28 bisubstrate probe binding, fluorescence polarization. inhibition, % at 12.5 µM. 360,000 tested, 0.22% active. AID 588549; in the data active = inhibition above about 8.5%, passing the limit was not always enough; inconclusive = no clear call, values can overlap the other calls
Mtb FBA inh: inhibits M. tuberculosis FBA enzyme | 360,000 tested, 2.3% active | purified M. tuberculosis FBA, fluorescence read-out | inhibition, % at 1 µM | P9WQA3 | AID 588726; in the data active = inhibition above about 27%;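 also: 0% = vehicle and 100% = reference inhibitor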
Target sequence (P9WQA3 whole entry, looked up): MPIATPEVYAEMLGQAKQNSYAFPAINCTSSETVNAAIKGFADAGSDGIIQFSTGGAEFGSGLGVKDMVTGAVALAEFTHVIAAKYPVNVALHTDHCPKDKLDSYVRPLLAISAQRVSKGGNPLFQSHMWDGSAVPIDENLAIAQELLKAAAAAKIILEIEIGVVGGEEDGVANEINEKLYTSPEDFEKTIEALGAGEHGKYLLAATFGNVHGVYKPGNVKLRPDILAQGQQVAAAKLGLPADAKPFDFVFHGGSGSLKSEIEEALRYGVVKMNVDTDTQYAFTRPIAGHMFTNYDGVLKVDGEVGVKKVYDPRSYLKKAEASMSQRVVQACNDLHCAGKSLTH
MazEF act: activators of E. coli MazEF toxin-antitoxin RNase | 350,000 tested, 0.32% active | activation, % at 20 µM | FAM/BHQ RNA-DNA oligo cleavage fluorescence, 5 h; in the data active = activation above about 50%
Target sequence (P0AE70 whole entry, looked up): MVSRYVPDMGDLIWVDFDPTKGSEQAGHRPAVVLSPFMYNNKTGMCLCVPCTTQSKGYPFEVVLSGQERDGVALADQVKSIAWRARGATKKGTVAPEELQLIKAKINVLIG
Mtb BioA inh: BioA (M. tuberculosis) enzyme inhibition. inhibition, % at 9.99 µM. 360,000 tested, 0.096% active. purified M. tuberculosis BioA enzyme, plate reader. AID 602481; in the data active = inhibition above about 40%; inconclusive = no clear call, values can overlap the other calls
Rv3671c inh: Rv3671c (M. tuberculosis) protease inhibition; P9WHR9; inhibition, % at 5.96 µM; 320,000 tested, 0.048% active; AID 2606; in the data active = inhibition above about 38%;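 also: extracellular domain of Rv3671c used as enzyme; 0% = enzyme with DMSO and 100% = no enzyme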
UGM FP inh: Mtb UDP-galactopyranose mutase inhibition. inhibition, % at 10 µM. AID 504406. 320,000 tested, 0.06% active. purified UGM, fluorescence polarization probe displacement. P9WIQ1; in the data active = inhibition above about 10%, passing the limit was not always enough; inconclusive = no clear call, values can overlap the other calls
Target sequence (P9WIQ1 whole entry, looked up): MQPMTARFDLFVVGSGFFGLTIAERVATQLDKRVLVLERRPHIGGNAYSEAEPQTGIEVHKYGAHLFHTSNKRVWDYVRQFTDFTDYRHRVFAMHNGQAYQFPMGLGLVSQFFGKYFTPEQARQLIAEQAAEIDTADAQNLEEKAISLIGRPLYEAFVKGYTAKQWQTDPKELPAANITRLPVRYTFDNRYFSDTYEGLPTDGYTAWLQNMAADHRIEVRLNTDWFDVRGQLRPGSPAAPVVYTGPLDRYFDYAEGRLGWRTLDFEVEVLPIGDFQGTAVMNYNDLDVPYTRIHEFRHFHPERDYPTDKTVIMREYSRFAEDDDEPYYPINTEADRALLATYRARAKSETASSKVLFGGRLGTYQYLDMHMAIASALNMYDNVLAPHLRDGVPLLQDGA
BoNT-F LC inh: blocks Botulinum neurotoxin F light chain protease; inhibition, % at 10 µM; 360,000 tested, 0.22% active; AID 588497; Multiplex microsphere protease cleavage assay, flow cytometry; in the data active = inhibition above about 35%, passing the limit was not always enough; inconclusive = no clear call, values can overlap the other calls; also: plate controls were buffer without enzyme for full effect and enzyme alone for no effect
VHR inh abs: blocks human VHR1 dual specificity phosphatase; 290,000 tested, 0.52% active; inhibition, % at 13.3 µM; recombinant VHR phosphatase, pNPP absorbance; AID 1654; in the data active = inhibition above about 50%; also: some compounds called inactive have numbers as strong as hits
Target sequence (P51452 whole entry, looked up): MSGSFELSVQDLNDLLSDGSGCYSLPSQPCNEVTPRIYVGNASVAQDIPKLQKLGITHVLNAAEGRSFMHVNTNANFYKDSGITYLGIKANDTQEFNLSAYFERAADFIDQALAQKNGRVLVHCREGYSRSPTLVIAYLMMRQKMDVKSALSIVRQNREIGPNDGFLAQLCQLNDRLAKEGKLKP
Active calls of the source: *; ? = inconclusive; . = not tested or not shown. Rule as the data show it, unless noted: active = inhibition above about 30%; inactive = the rest. Random draw from the library. About 4.9% of those tested had a hit in this group.

Every second line gives: GDH-TPI inh	CCHFV vOTU inh	FadD28 FP inh	Mtb FBA inh	MazEF act	Mtb BioA inh	Rv3671c inh	UGM FP inh	BoNT-F LC inh	VHR inh abs
O=C(c1cccc(S(=O)(=O)N2CCOCC2)c1)N1CCN(c2ccccc2)CC1
 : 0	-4	-2.5	-1	2	-0.4	-5	2.2	4	.
Cc1cc(C)nc(SCC(=O)c2ccc([N+](=O)[O-])cc2)n1
 : -5	18	-4.1	4	4	4.1	4	0.6	-7	-1
O=C(COC(=O)c1cnccn1)Nc1ccc(Cl)cc1C(F)(F)F
 : 5	-10	1.1	4	-14	-0.3	-3	.	6	.
COc1ccc2[nH]c(C)c(CCNCc3cccnc3)c2c1
 : -3	-1	1.1	2	-4	-40	13	1.9	-10	.
CC(C)(C)Nc1nc(SCC(=O)Nc2ccccc2Cl)nc(N2CCOCC2)n1
 : 5	24	-2.2	2	5	2.0	-2	-3.3	3	11
CCCCN(C(=O)c1ccc(NC2CC2)c([N+](=O)[O-])c1)c1c(N)n(CCCC)c(=O)[nH]c1=O
 : 1	3	-0.5	-6	5	-1.9	.	.	-2	.
COc1cccc(CNC(=O)Cn2nc(C)c([N+](=O)[O-])c2C)c1
 : 6	-7	-1.5	0	7	0.4	3	-2.3	5	15
CC(C)(O)C#Cc1ccc(CN2CCN(CCc3ccccc3)C(CCO)C2)s1 (stereo not drawn)
 : -1	12	-2.9	6	-9	.	-3	-0.4	2	-10
CN(C1CCCC1)C1CCN(C(=O)CNC(=O)/C=C/c2ccc(F)cc2)CC1
 : 0	-9	-4.5	-2	1	-0.1	-4	0.1	0	32
CCCN(CC(=O)Nc1ccccc1OC)C(C)C(=O)NC(C)CCc1ccccc1 (stereo not drawn)
 : -9	15	-3.6	0	0	-0.8	0	-0.2	12	20
CCOc1cc(C2NC(=O)NC(C)=C2C(=O)OCc2ccccc2)ccc1O (stereo not drawn)
 : 7	18	-0.3	1	5	.	1	-3.0	-1	10
Cc1cccc(C(=O)OCC(=O)NCc2ccc(Cl)cc2)c1
 : 9	0	1.2	1	-3	-0.2	.	.	-4	.
CC1(C)Cc2c(sc3nc[nH]c(=O)c23)CO1
 : 9	1	1.0	3	3	-3.0	-6	2.0	-2	25
CCn1c2ccccc2c2cc(/C=N/n3cnnc3)ccc21
 : 46*	-56	-4.0	32*	8	4.5	-2	1.3	-9	7
CCCC(=O)NCCCc1nc2ccccc2[nH]1
 : 7	-7	0.2	4	12	-1.3	3	-0.4	14	6
CCOC(=O)CSc1nnc(CNC(=O)c2ccc(OC)cc2)n1Cc1ccccc1
 : 2	-4	-5.7	-2	6	-0.2	9	-3.3	16	34
Cc1ccc2nc(C)cc(SCC(=O)N/N=C/c3ccco3)c2c1
 : 9	16	-12	5	1	0.4	3	-0.8	-6	10
Cc1onc(-c2ccccc2Cl)c1C(=O)N1CCN(C=O)CC1
 : -2	9	-1.2	-1	3	-0.9	0	-2.1	-3	29
C/C(=N/NC(=O)Cc1cc(=O)[nH][nH]1)c1ccc([N+](=O)[O-])cc1
 : 8	4	0.5	-1	9	.	-32	-0.4	-2	-12
CSc1ncccc1C(=O)Nc1cc(Cl)ccc1N1CCOCC1
 : 2	4	0.3	-1	6	-0.5	8	-1.5	.	.

Further compounds
Labels used below – A = GDH-TPI inh; B = CCHFV vOTU inh; C = FadD28 FP inh; D = Mtb FBA inh; E = MazEF act; F = Mtb BioA inh; G = Rv3671c inh; H = UGM FP inh; I = BoNT-F LC inh; J = VHR inh abs
CC(C)Sc1nnc(NC(=O)C2CC2)s1
  A = 7 | B = 4 | C = -3.8 | D = 2 | E = 5 | F = -0.9 | G = -1 | H = -0.5 | I = -4 | J = 1

CCCc1c(C)nc(N2CCN(c3cccc(OC)c3)CC2)[nH]c1=O
  A = -2 | B = -10 | C = -17 | D = -4 | E = 7 | F = -0.6 | G = -4 | H = 0.2 | I = -8 | J = 15

Cc1ccc(CSc2nnc(C(F)(F)F)n2Cc2ccc(F)cc2)cc1
  A = 0 | B = . | C = -3.7 | D = -2 | E = -11 | F = 10 | G = 6 | H = 1.6 | I = 7 | J = 33

Nc1ncn(CC(=O)c2ccccc2)n1
  A = -5 | B = 9 | C = 3.2 | D = -3 | E = 4 | F = . | G = -2 | H = -0.3 | I = -1 | J = 39

COc1ccc(CN(C)C(=O)Cc2ccsc2)c(OC)c1OC
  A = 5 | B = 9 | C = . | D = 1 | E = 0 | F = 0.1 | G = 5 | H = -5.1 | I = 4 | J = 2

N#Cc1cc2ccc(N3CCOCC3)cc2cc1C#N
  A = 0 | B = 73* | C = 1.9 | D = 13 | E = 44 | F = 5.6 | G = -5 | H = -0.7 | I = -6 | J = -15

C=CCS(=O)(=O)c1nc2ccccc2s1
  A = 3 | B = 2 | C = -1.3 | D = 1 | E = 9 | F = -3.2 | G = -1 | H = 0.3 | I = 4 | J = -11

CCCCCOc1ccc(C(=O)CCC(=O)NNC(=O)c2ccncc2)cc1
  A = 7 | B = 6 | C = -0.8 | D = 2 | E = 0 | F = 1.1 | G = . | H = . | I = . | J = .

COc1ccc(CCN(C)C2CCCN(S(=O)(=O)C(C)C)C2)cc1OC (stereo not drawn)
  A = 10 | B = -13 | C = -1.5 | D = 0 | E = 6 | F = 2.2 | G = 2 | H = -0.1 | I = ? | J = 44

NC(=O)C1CC(=O)N(c2ccc(OCc3ccc(F)cc3)cc2)C1 (stereo not drawn)
  A = 7 | B = -12 | C = -2.0 | D = 3 | E = 5 | F = -1.7 | G = -4 | H = -0.4 | I = -7 | J = 4

Cc1ccc(NC(=O)CN(C)C(=O)c2cn(Cc3ccccc3)nc2-c2cccnc2)cc1
  A = 0 | B = 4 | C = -0.9 | D = 1 | E = 6 | F = 1.7 | G = . | H = . | I = -5 | J = .

O=C(COC(=O)Cn1cnc2ccccc2c1=O)NNC(=O)c1ccc(Br)cc1
  A = 7 | B = 6 | C = -4.6 | D = -5 | E = 6 | F = -0.5 | G = 8 | H = -0.3 | I = 2 | J = .

CSCCC(NC(=O)c1ccco1)C(=O)N1CCN(c2ccccc2O)CC1 (stereo not drawn)
  A = -1 | B = 6 | C = -3.1 | D = 1 | E = 6 | F = -1.7 | G = -7 | H = -1.0 | I = 0 | J = .

Cc1ccc(C)c(NC(=O)C(OC(=O)c2ccc(NC(=O)CC#N)cc2)c2ccccc2)c1 (stereo not drawn)
  A = 11 | B = 2 | C = -0.7 | D = 1 | E = -22 | F = -0.6 | G = -83 | H = 1.7 | I = 1 | J = .

Cc1ccccc1C(=O)N1CCN(S(=O)(=O)c2cccs2)CC1
  A = 6 | B = 21 | C = 0.3 | D = -1 | E = 4 | F = -0.8 | G = 3 | H = 0.2 | I = -5 | J = -2

Entries of single compounds, looked up by structure. Values in the order: GDH-TPI inh | CCHFV vOTU inh | FadD28 FP inh | Mtb FBA inh | MazEF act | Mtb BioA inh | Rv3671c inh | UGM FP inh | BoNT-F LC inh | VHR inh abs
Profile of `Cc1ccc(C)c(NC(=O)C(OC(=O)c2ccc(NC(=O)CC#N)cc2)c2ccccc2)c1` (stereo not drawn) → 11 | 2 | -0.7 | 1 | -22 | -0.6 | -83 | 1.7 | 1 | .
Profile of `Cc1ccccc1C(=O)N1CCN(S(=O)(=O)c2cccs2)CC1` → 6 | 21 | 0.3 | -1 | 4 | -0.8 | 3 | 0.2 | -5 | -2
Profile of `COc1ccc(CCN(C)C2CCCN(S(=O)(=O)C(C)C)C2)cc1OC` (stereo not drawn) → 10 | -13 | -1.5 | 0 | 6 | 2.2 | 2 | -0.1 | ? | 44
Profile of `N#Cc1cc2ccc(N3CCOCC3)cc2cc1C#N` → 0 | 73* | 1.9 | 13 | 44 | 5.6 | -5 | -0.7 | -6 | -15

More entries follow.
Labels used below – A = GDH-TPI inh; B = CCHFV vOTU inh; C = FadD28 FP inh; D = Mtb FBA inh; E = MazEF act; F = Mtb BioA inh; G = Rv3671c inh; H = UGM FP inh; I = BoNT-F LC inh; J = VHR inh abs
O=C(c1ccc(S(=O)(=O)NCc2ccco2)cc1)N1CCN(c2ccc(F)cc2)CC1
  A = 1 | B = 9 | C = 0.8 | D = 1 | E = 6 | F = 1.6 | G = 6 | H = -1.9 | I = . | J = .

COC(=O)[C@@H](NC(=O)N1CCN(c2cccc(C(F)(F)F)c2)CC1)C(C)C
  A = -8 | B = -2 | C = -0.5 | D = -4 | E = -7 | F = -0.1 | G = 0 | H = 2.8 | I = -5 | J = -11

CCN(c1ccc(OC)cc1)S(=O)(=O)c1cc(-c2cc(C)no2)ccc1OC
  A = -7 | B = 31* | C = -0.5 | D = 4 | E = -10 | F = 0.3 | G = -12 | H = -0.5 | I = 5 | J = -5

CCOc1ncccc1C(=O)OCC(=O)c1ccccc1Br
  A = -6 | B = 11 | C = -2.3 | D = -1 | E = 0 | F = . | G = -1 | H = -0.3 | I = -1 | J = -13

Cc1ccc(OCCOC(=O)C2CCN(S(=O)(=O)c3ccc(C)c(C)c3)CC2)cc1
  A = 5 | B = 7 | C = 0.2 | D = 1 | E = -8 | F = -4.0 | G = 3 | H = -1.7 | I = 1 | J = .

O=C(/C=C(\O)c1ccccc1)C(=O)NNC(=O)c1ccccc1
  A = 6 | B = -17 | C = -2.3 | D = -2 | E = 1 | F = -0.1 | G = -1 | H = 1.5 | I = -13 | J = 3

Cc1ccc(C)c(NC(=O)CSc2nc3nc(-c4cccs4)cc(C(F)(F)F)c3c(=O)[nH]2)c1
  A = 5 | B = -7 | C = -5.9 | D = 44* | E = 0 | F = -0.3 | G = -48 | H = -1.1 | I = 0 | J = -21

CCCCc1ncc(CN2CCCC(C(=O)c3ccc(SC)cc3)C2)[nH]1 (stereo not drawn)
  A = -2 | B = 1 | C = 0.5 | D = 0 | E = 4 | F = . | G = 0 | H = 0.1 | I = -4 | J = 22

CCN(C(=O)COC(=O)c1cccnc1SC)C1CCS(=O)(=O)C1 (stereo not drawn)
  A = 1 | B = 5 | C = -1.4 | D = -1 | E = -3 | F = -0.7 | G = -4 | H = 0.9 | I = -8 | J = 26

CC1CCCCN1CCCNC(=O)c1ccc(N2CCCC2=O)cc1 (stereo not drawn)
  A = -8 | B = -1 | C = -0.5 | D = 4 | E = -4 | F = -2.1 | G = 12 | H = 0.3 | I = 5 | J = 17

CN(Cc1ccccc1F)C(=O)c1ccc(NS(=O)(=O)c2ccc3[nH]c(=O)[nH]c3c2)cc1
  A = 12 | B = 4 | C = -4.1 | D = -1 | E = 0 | F = 0.5 | G = 3 | H = 2.0 | I = ? | J = .

CCOc1ccccc1N1C(=O)CC(Sc2n[nH]c(-c3ccccc3)n2)C1=O (stereo not drawn)
  A = -3 | B = -12 | C = -2.3 | D = -1 | E = 6 | F = . | G = -3 | H = -3.5 | I = -2 | J = 19

COC(=O)c1nc(-c2ccccc2)nc(-c2ccccc2)c1C(=O)OC
  A = -11 | B = 2 | C = -4.2 | D = -1 | E = 7 | F = 13 | G = -4 | H = -1.3 | I = 22 | J = .

In a second layout: results already given.
Compound | GDH-TPI inh | CCHFV vOTU inh | FadD28 FP inh | Mtb FBA inh | MazEF act | Mtb BioA inh | Rv3671c inh | UGM FP inh | BoNT-F LC inh | VHR inh abs
Cc1ccc(C)c(NC(=O)CSc2nc3nc(-c4cccs4)cc(C(F)(F)F)c3c(=O)[nH]2)c1 | 5 | -7 | -5.9 | 44* | 0 | -0.3 | -48 | -1.1 | 0 | -21
CCCCc1ncc(CN2CCCC(C(=O)c3ccc(SC)cc3)C2)[nH]1 (stereo not drawn) | -2 | 1 | 0.5 | 0 | 4 | . | 0 | 0.1 | -4 | 22
CCN(C(=O)COC(=O)c1cccnc1SC)C1CCS(=O)(=O)C1 (stereo not drawn) | 1 | 5 | -1.4 | -1 | -3 | -0.7 | -4 | 0.9 | -8 | 26
CC1CCCCN1CCCNC(=O)c1ccc(N2CCCC2=O)cc1 (stereo not drawn) | -8 | -1 | -0.5 | 4 | -4 | -2.1 | 12 | 0.3 | 5 | 17
